Screens from PubChem.
Bcl-2 Bim block: inhibitors of Bim-Bcl-2 binding, primary screen, biochemical, multiplexed, human Bcl-2 family; Bead-based flow cytometry, Bim peptide-Bcl-2 binding; inhibition, % at 10 µM; hit rate 0.06% among 190,000; in the data active = inhibition above about 40%; inconclusive = no clear call, values can overlap the other calls;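 note: 0% = no compound wells with probe peptide and 100% = reference peptide inhibitor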
Avidin bead fluor: green autofluorescence of compounds with avidin beads – biophysical, 488/530 nm, flow cytometry, artefact control, profiling panel; AID 1775, 2009; hit rate 0.38% among 220,000; fluorescence (KMESF) at 10 µM; compound fluorescence 488/530 nm; active compounds read high; in the data active = fluorescence above about 47; note: inactives centre near 10
Bfl-1 Bim block: inhibitors of Bim binding to Bfl-1, primary screen, biochemical, multiplexed, bead-based flow cytometry; Bim-Bfl-1 binding inhibition; hit rate 0.12% among 190,000; inhibition, % at 10 µM; AID 1008, 2008;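 note: 0% = wells without compound plus tracer and 100% = blocker peptide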
Bim-Bcl-W: inhibitors of Bim binding to Bcl-W, primary screen, biochemical, multiplexed, bead-based flow cytometry | Bcl-2-like protein 2 (Homo sapiens), Q92843 | Bim peptide-Bcl-W binding | inhibition, % at 10 µM | hit rate 0.02% among 190,000;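 note: 0% = bound tracer without compound and 100% = peptide blocker; higher means less fluorescent Bim peptide bound to Bcl-W beads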
GSH bead fluor: compound fluorescence on glutathione beads, profiling panel, artefact control, biophysical, 488/530 nm, flow cytometry; GSH beads flow cytometry, compound fluorescence 488/530 nm; active compounds read high; fluorescence (KMESF) at 10 µM; hit rate 0.25% among 190,000; AID 1776, 2009; in the data active = fluorescence above about 89;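 note: glutathione beads carrying GST-tagged Bcl family fusion proteins plus one bare bead set; values are compound well signal with DMSO vehicle wells as background; inactives centre near 16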
Bcl-B Bim block: inhibitors of Bim-Bcl-B binding, primary screen, biochemical, multiplexed, human Bcl-2 family. inhibition, % at 10 µM. bead-based flow cytometry, Bim peptide-Bcl-B binding. hit rate 0.073% among 190,000. Bcl-2-like protein 10 (Homo sapiens), Q9HD36;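 note: 0% = tracer peptide without compound and 100% = reference inhibitor peptide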
ABCG2 block: ABCG2 efflux pump inhibitors, primary screen, multiplex with ABCB1, IgMXP3 cells, flow cytometry; inhibition, % at 6.6 µM; Broad substrate specificity ATP-binding cassette transporter ABCG2 (Homo sapiens), Q9UNQ0; JC-1 efflux; hit rate 0.1% among 190,000; AID 1325, 2008;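 active = inhibition above 80%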;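 note: 0% = DMSO and 100% = nicardipine control wells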
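Times: 10 min at 25 °C | Test system: Two drug-resistant human cell lines, ABCG2 and ABCB1 | Quantity: 3 million cells/mL final, two lines in 1:1 ratio | Signal: Flow cytometry, 530 nm JC-1 signal | Dosing: Compound at 6.6 µM | Controls: Nicardipine and DMSO wells | Reagent: JC-1 as fluorescent efflux pump substrate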
Bcl-XL Bim block: inhibitors of Bim-Bcl-XL binding, primary screen, biochemical, multiplexed, bead flow cytometry, human Bcl-XL; hit rate 0.04% among 190,000; inhibition, % at 10 µM; Bcl-2-like protein 1 (Homo sapiens), Q07817; Bim peptide-Bcl-XL binding, fluorescence
RGS4-Gao reg: modulators of RGS4 binding to Galphao, primary screen, biochemical, multiplexed bead flow cytometry | AID 1415, 2008 | Guanine nucleotide-binding protein G(o) subunit alpha (Homo sapiens), P09471 | actives lie on both sides | hit rate 0.33% among 220,000 | binding response (% of control), % at 10 µM; in the data active = binding response below about 49% or above about 150%; inactive = in between;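 note: fluorescent Galphao activated with aluminum fluoride binding bead-coupled RGS4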
ABCB1 inh: ABCB1 efflux pump inhibitors, primary screen, cell-based, multiplex, flow cytometry, ABCG2 counter-screen | ATP-dependent translocase ABCB1 (Homo sapiens), P08183 | CCRF-Adr cells, JC-1 efflux | inhibition, % at 6.6 µM | hit rate 0.067% among 190,000; in the data active = inhibition above about 40%;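 note: 0% = vehicle and 100% = reference inhibitor; higher value means more JC-1 retained so stronger ABCB1 efflux block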
Target sequence (P08183 whole entry, looked up): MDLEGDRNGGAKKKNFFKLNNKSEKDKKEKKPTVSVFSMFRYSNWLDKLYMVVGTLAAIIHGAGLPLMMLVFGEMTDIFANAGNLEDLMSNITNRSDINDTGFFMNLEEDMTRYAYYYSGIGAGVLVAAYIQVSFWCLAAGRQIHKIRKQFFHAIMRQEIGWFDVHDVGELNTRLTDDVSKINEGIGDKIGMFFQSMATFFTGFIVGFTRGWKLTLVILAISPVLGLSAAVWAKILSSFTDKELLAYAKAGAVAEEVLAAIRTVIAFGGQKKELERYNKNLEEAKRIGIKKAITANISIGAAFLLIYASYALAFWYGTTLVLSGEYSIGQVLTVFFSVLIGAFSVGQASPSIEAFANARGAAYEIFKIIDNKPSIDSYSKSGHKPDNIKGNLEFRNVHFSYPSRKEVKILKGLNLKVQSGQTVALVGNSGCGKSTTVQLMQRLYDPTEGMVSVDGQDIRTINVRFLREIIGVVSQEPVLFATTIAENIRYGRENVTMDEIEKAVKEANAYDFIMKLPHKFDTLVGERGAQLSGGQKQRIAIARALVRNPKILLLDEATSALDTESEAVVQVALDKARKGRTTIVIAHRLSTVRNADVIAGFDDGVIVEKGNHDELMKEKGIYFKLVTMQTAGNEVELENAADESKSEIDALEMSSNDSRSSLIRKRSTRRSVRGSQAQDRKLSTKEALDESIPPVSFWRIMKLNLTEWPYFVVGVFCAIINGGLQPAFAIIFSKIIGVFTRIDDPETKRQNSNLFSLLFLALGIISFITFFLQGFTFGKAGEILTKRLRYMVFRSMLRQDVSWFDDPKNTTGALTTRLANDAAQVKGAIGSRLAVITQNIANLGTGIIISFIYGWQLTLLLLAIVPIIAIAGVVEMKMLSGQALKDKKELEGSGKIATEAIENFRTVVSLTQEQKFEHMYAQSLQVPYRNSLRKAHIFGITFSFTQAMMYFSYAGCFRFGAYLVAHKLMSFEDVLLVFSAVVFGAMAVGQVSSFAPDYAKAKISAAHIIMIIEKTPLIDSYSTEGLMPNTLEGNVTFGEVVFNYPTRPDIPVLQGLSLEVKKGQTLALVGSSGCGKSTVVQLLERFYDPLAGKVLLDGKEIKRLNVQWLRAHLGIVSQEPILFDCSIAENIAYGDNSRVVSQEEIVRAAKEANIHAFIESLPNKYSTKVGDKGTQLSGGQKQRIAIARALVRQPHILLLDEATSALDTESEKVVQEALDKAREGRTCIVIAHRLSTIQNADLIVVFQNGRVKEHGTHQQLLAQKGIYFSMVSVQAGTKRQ
RGS7-Gao reg: RGS7-Galphao binding modulators, primary screen, biochemical, multiplexed bead flow cytometry; Guanine nucleotide-binding protein G(o) subunit alpha (Homo sapiens), P09471; actives lie on both sides; binding response (% of control), % at 10 µM; hit rate 0.35% among 220,000; in the data active = binding response below about 49% or above about 150%; inconclusive = no clear call, values can overlap the other calls; inactive = in between;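 note: fluorescent Galphao held in activated GDP-AlF4 state binding bead-coupled RGS7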
* hit, by the source's call; ? = inconclusive. Cut-off read from the data, not from the text of the source, unless noted: active = inhibition above about 40%.

SMILES	Bcl-2 Bim block	Avidin bead fluor	Bfl-1 Bim block	Bim-Bcl-W	GSH bead fluor	Bcl-B Bim block	ABCG2 block	Bcl-XL Bim block	RGS4-Gao reg	ABCB1 inh	RGS7-Gao reg
C/C(=N\NC(=O)C1COc2ccccc2O1)c1ccc(N2CCOCC2)cc1 (stereo unspecified)	0.0	9	-3.0	-1.0	26	-3.0	-0.7	0.0	99.8	-0.6	101.3
COc1ccc(N2CC(=O)N(c3ccc(OC)c(OC)c3)CC2=O)cc1OC	0.0	7	0.0	2.0	9	2.0	-1.6	-2.0	91.8	-0.6	96.2
CC1CC1C(=O)OCc1cc(=O)n2cc(Br)ccc2n1 (stereo unspecified)	-10.0	13	-12.0	0.0	27	-7.0	2.7	-8.0	103.7	-0.4	102.7
Fc1c(F)c(F)c(N/N=C/c2c[nH]c3ccccc23)c(F)c1F	-13.0	13	-3.0	0.0	12	-8.0	2.8	-4.0	99.0	0.3	96.5
COC(=O)C(CCCCNC(=O)OCc1ccccc1)NC(=O)CN (stereo unspecified)	-6.0	8	-6.0	-1.0	35	-5.0	-0.6	-4.0	100.7	0.1	102.5
COc1ccc(CCN2CCCn3c2nc2c3c(=O)n(Cc3ccccc3F)c(=O)n2C)cc1OC	-8.0	5	-8.0	6.0	50	-11.0	5.1	-10.0	96.8	3.3	95.7
O=C(CSc1nc2c(cnn2-c2ccc(F)cc2)c(=O)[nH]1)N1CCCc2ccccc21	-6.0	33	-9.0	0.0	25	-10.0	19.5	-5.0	98.3	0.7	97.9
Cc1ccc(OCCSc2nc(N)cc(N)n2)cc1	0.0	5	-5.0	-2.0	17	-2.0	-1.1	-4.0	102.3	-0.1	99.1
COc1cc(C=Nc2cccc([N+](=O)[O-])c2C)ccc1OC(C)=O	4.0	3	0.0	-1.0	7	-1.0	-0.1	-3.0	107.8	-0.1	100.3
Cc1cccc(OCC(=O)NC2CCCc3ccccc32)c1C (stereo unspecified)	-1.0	16	-3.0	0.0	9	-3.0	0.0	-1.0	96.6	0.6	99.1
CC(C)CC1c2[nH]c3ccccc3c2CCN1C(=O)C1CCOCC1 (stereo unspecified)	-4.0	7	-2.0	-3.0	17	-4.0	3.6	-1.0	106.0	0.8	104.5
O=c1ccn(-c2cccc(C(F)(F)F)c2)nc1-c1ccn(-c2ccccc2)n1	1.0	12	0.0	0.0	19	-1.0	6.1	-1.0	98.1	1.0	99.0
O=Cc1cccn1-c1cccnc1	-1.0	10	-6.0	0.0	24	4.0	0.8	1.0	101.1	0.4	96.6
CN(C)CCNC=C(C(=O)Nc1ccc(Cl)cc1Cl)C(=O)Nc1ccc(Cl)cc1Cl	-12.0	15	-15.0	0.0	34	-11.0	5.2	-1.0	106.7	1.3	103.5
COc1cccc(OCc2nnc(SCc3cc(=O)[nH]c4ccccc34)o2)c1	-5.0	13	-6.0	3.0	14	-4.0	0.1	0.0	104.9	-0.1	106.5
COCCN(Cc1ccccc1)C(=S)Nc1ccc(OC(F)F)cc1	-3.0	2	-2.0	-2.0	5	-4.0	0.9	-1.0	89.7	-0.1	91.8
COc1ccc(N2C(=O)C3CCCN3C2c2ccc(C)o2)cc1Cl (stereo unspecified)	-3.0	13	-25.0	-6.0	31	-12.0	2.5	-14.0	96.4	0.4	97.7
Cc1ccc(-n2c(C)n[nH]c2=S)cc1C	-7.0	11	-7.0	-3.0	9	-20.0	-0.4	-10.0	102.0	0.1	103.0
Cc1cc([N+](=O)[O-])ccc1NC(=O)c1cncc(Br)c1	-7.0	12	-15.0	-3.0	15	-9.0	19.1	-7.0	97.7	1.1	98.7
CCn1c(C)cs/c1=N\C(=S)Nc1ccccc1C	0.0	12	-3.0	-4.0	14	-4.0	6.5	-5.0	107.0	-0.1	108.5
Brc1cc2c(cc1Cn1c(-c3cncs3)nc3ccccc31)OCO2	0.0	21	-9.0	0.0	25	-2.0	2.4	-2.0	90.6	1.0	99.9
O=c1[nH]c2cc3c(cc2cc1C(c1nnnn1C1CCCC1)N1CCSCC1)OCCO3 (stereo unspecified)	-2.0	7	0.0	-2.0	31	0.0	2.1	-1.0	99.4	0.7	98.6
CC(C)(C)c1ccc(S(=O)(=O)Nc2ccc3c(c2)COC3=O)cc1	-5.0	9	-4.0	-4.0	18	0.0	0.0	-2.0	100.6	0.0	96.5
CON1C(=O)CN(C(C)=O)C1c1ccc(Cl)cc1Cl (stereo unspecified)	-2.0	34	-3.0	-5.0	10	1.0	0.6	0.0	97.9	0.3	96.0
CS(=O)(=O)c1ccc(C(=O)OCC(=O)NC(=O)C2CCCCC2)cc1[N+](=O)[O-]	-1.0	11	-1.0	1.0	12	0.0	29.0	-1.0	98.9	3.9	?
CCOC(=O)c1c(C)nc2c(c1-c1ccc(OC)c(OC)c1)C(=O)c1ccccc1-2	-7.0	16	-18.0	-4.0	32	-8.0	37.1	-7.0	104.2	1.1	102.9
C=CCN1C(=O)C(Cc2cccc(C)c2)SC1=Nc1ccc(C(=O)O)cc1 (stereo unspecified)	-10.0	9	-17.0	-3.0	35	-9.0	3.7	-7.0	92.2	0.3	104.2
CCN(CC)CCSc1nc(O)c(C(C)C)c(=O)[nH]1	-3.0	8	-8.0	-4.0	57	-3.0	4.3	-5.0	98.5	0.4	96.9
Cn1c(-c2ccccc2)c[n+]2c1CCCCC2	-2.0	15	-4.0	0.0	13	-1.0	0.3	1.0	101.5	0.0	95.2
COc1ccc(C(=O)NC(=S)Nc2ccc3oc(=O)ccc3c2)cc1OC	-2.0	4	-1.0	-11.0	18	-7.0	-1.6	-10.0	121.5	0.5	116.1
Cc1ccc(CN=c2c([N+](=O)[O-])nn(-c3cccc(Cl)c3)n2O)cc1	3.0	12	0.0	0.0	13	-5.0	6.5	-1.0	100.2	1.4	102.1
C#CCN1C(=O)C(O)(CC(=O)c2cccc(OC)c2)c2ccccc21 (stereo unspecified)	0.0	1	1.0	2.0	45	0.0	0.7	1.0	84.3	0.2	86.0
Cc1ccc(-c2csc(NC(=O)c3cnccn3)n2)cc1C	-2.0	10	-4.0	0.0	15	-1.0	7.6	-2.0	106.0	1.0	?
Cc1ccc(NC(=S)NNC(=O)c2nn(C)c(C)c2Cl)cc1	-3.0	37	-2.0	1.0	24	-11.0	-1.3	-3.0	98.0	-0.4	100.1
CCCCN(C)C(=O)c1nc2ccccn2c1CN1CCN(c2cnccn2)CC1	-4.0	6	-5.0	1.0	18	-5.0	3.2	-6.0	97.9	2.0	96.2
Cc1cccc(OCCNC(=O)c2cncc(Br)c2)c1	-6.0	11	-14.0	-6.0	13	-6.0	2.4	-6.0	99.9	0.3	98.0
CCOC(=O)c1c(NC=O)sc2c1CCC2	-5.0	10	-3.0	1.0	7	-3.0	4.1	-6.0	100.6	0.7	100.9
O=C(CC(Nc1ccccc1)c1ccc(F)cc1)c1ccccc1 (stereo unspecified)	-2.0	38	1.0	-8.0	11	-2.0	1.1	-9.0	103.5	0.1	128.8
Cc1ccc(S(=O)(=O)N2CCOCC2)cc1C(=O)Nc1ccc(S(=O)(=O)Nc2nccs2)cc1	-7.0	11	-7.0	-5.0	16	-7.0	-8.1	-2.0	105.2	-0.6	?
CCOC(=O)c1c(-c2ccccc2)csc1N1C(=O)Nc2ccccc2N1O	1.0	12	-2.0	-3.0	66	-1.0	4.8	-1.0	104.2	0.8	101.2
CCOC(=O)Nc1cc(C(=O)OCC)c(C)nc1C	1.0	6	2.0	0.0	5	0.0	1.7	-5.0	92.2	0.4	93.2
CC(C)N1CCN(Cc2ccc(Oc3ncccn3)cc2)CC1CCO (stereo unspecified)	-5.0	9	-13.0	-1.0	55	-6.0	1.9	-5.0	104.1	0.9	103.7
CCC12CN3CCN(CC(C3)/C1=N\NC(=O)c1ccc(Cl)cc1)C2	0.0	6	-5.0	-1.0	12	-2.0	2.6	0.0	98.5	0.3	90.5
CCOc1ccc(C2C3=C(Nc4nc(N)[nH]c(=O)c42)c2ccccc2C3=O)cc1 (stereo unspecified)	-3.0	19	-2.0	-1.0	8	-5.0	-6.0	-2.0	96.5	-1.0	97.0
Cc1ccc(-n2nc(C(=O)NCc3ccco3)c3c4ccccc4n(C)c3c2=O)cc1	-11.0	29	-17.0	-2.0	22	-10.0	24.1	-6.0	97.0	1.8	97.5
COC(=O)c1cc2c(C)[nH]c(C)c2cc(C(=O)OC)c1=O	-1.0	2	-2.0	-3.0	6	0.0	5.6	-3.0	102.6	0.7	104.6
CC(C(=O)OCC(=O)c1ccccc1)N1C(=O)c2ccccc2C1=O (stereo unspecified)	-9.0	12	-8.0	-3.0	11	-4.0	6.4	-1.0	98.5	0.2	?
CCOc1ccc(-c2nnn(CC(=O)c3ccc4c(c3)OCCO4)n2)cc1OCC	-8.0	24	-12.0	0.0	26	-9.0	-1.4	-4.0	104.0	-0.3	101.9
CCOc1ccccc1C=Nc1ccccc1C(=O)Nc1ccccc1	-5.0	4	-1.0	-2.0	12	-7.0	13.5	-4.0	100.6	1.6	101.2
CC(=O)Nc1cccc(/C(C)=N/NC(=O)c2ccc(Cl)cc2Cl)c1	-2.0	9	-8.0	-2.0	12	-2.0	5.9	0.0	101.1	1.2	108.0
CCn1c(Cc2ccccc2)nnc1SCc1nc2ccccc2c(=O)[nH]1	-3.0	15	0.0	-3.0	25	-5.0	9.4	-5.0	88.8	1.1	92.3
O=C(CCCN1C(=O)/C(=C\c2cccs2)SC1=S)Nc1cccc(C(=O)O)c1	-1.0	16	0.0	1.0	13	-2.0	-1.2	0.0	105.7	-0.7	105.7

Laid out differently: entries from further up
| Molecule | Bcl-2 Bim block | Avidin bead fluor | Bfl-1 Bim block | Bim-Bcl-W | GSH bead fluor | Bcl-B Bim block | ABCG2 block | Bcl-XL Bim block | RGS4-Gao reg | ABCB1 inh | RGS7-Gao reg |
| --- | --- | --- | --- | --- | --- | --- | --- | --- | --- | --- | --- |
| Cc1ccc(-n2nc(C(=O)NCc3ccco3)c3c4ccccc4n(C)c3c2=O)cc1 | -11.0 | 29 | -17.0 | -2.0 | 22 | -10.0 | 24.1 | -6.0 | 97.0 | 1.8 | 97.5 |
| COC(=O)c1cc2c(C)[nH]c(C)c2cc(C(=O)OC)c1=O | -1.0 | 2 | -2.0 | -3.0 | 6 | 0.0 | 5.6 | -3.0 | 102.6 | 0.7 | 104.6 |
| CC(C(=O)OCC(=O)c1ccccc1)N1C(=O)c2ccccc2C1=O (stereo unspecified) | -9.0 | 12 | -8.0 | -3.0 | 11 | -4.0 | 6.4 | -1.0 | 98.5 | 0.2 | ? |
| CCOc1ccc(-c2nnn(CC(=O)c3ccc4c(c3)OCCO4)n2)cc1OCC | -8.0 | 24 | -12.0 | 0.0 | 26 | -9.0 | -1.4 | -4.0 | 104.0 | -0.3 | 101.9 |
